# ATXN2 expr inh – Primary qHTS for Inhibitors of ATXN expression; 360,000 tested, 0.72% active; Potency, µM (series often up to 57 µM), for the others: top-dose activity change, negative = inhibition, hits mostly inhibitors; HEK-293 ATXN2-luciferase reporter, luminescence, 24 h; also: potency is read from the fitted curve at half-maximal effect; % is scaled to controls: 0 for no effect and ±100 for the full control effect; nearly all actives have a fitted effect of over 55% in size
#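 ATXN2-luciferase reporter cells (luciferase flanked by upstream and downstream ATXN2 gene portions) were treated 24 h at 37 °C with compounds at up to 57 uM. SteadyGlo luminescence gave expression; GF-AFC fluorescence gave viability.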
# HT1080NT lethal – qHTS for induction of synthetic lethality in tumor cells producing 2HG: qHTS for the HT-1080-NT fibrosarcoma cell line. HT-1080-NT fibrosarcoma viability, CellTiter-Glo ATP luminescence, 48 h. Potency, µM (doses to about 46.1 µM), without a hit: top-dose activity, negative = less viability, actives largely listed as cytotoxic. 360,000 tested, 1.6% active. AID 686970, 2013;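 also: NT is the 2HG producing partner of a matched IDH1 knockdown line; potency is read from the fitted curve at half-maximal effect; 0% = DMSO-treated cells and -100% = media-only wells without cells; nearly all actives have a fitted effect of over 55% in size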
#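 HT-1080-NT fibrosarcoma cells (2HG-overproducing), 750 cells/well in RPMI with 5% FBS, dosed after 2 h and incubated 48 h at 37C. CellTiter-Glo luminescence normalized to DMSO and no-cell wells; concentration-response curves fitted and classed.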
# SW480 rereplic – A quantitative high throughput screen for small molecules that induce DNA re-replication in SW480 colon adenocarcinoma cells; Potency, µM (series often up to 46.1 µM), inactives show top-dose re-replication activation, usual class: activators; 340,000 tested, 1.8% active; SW480 DNA re-replication, Hoechst DNA content imaging, 48 h; also: potency is read from the fitted curve at half-maximal effect; % of control where 0% means no effect; nearly all actives have a fitted effect of over 55% in size
#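 Image-based read-out: total Hoechst fluorescence of nuclei (405 nm excitation, 500-530 nm emission), with hits raising the fraction of high-intensity nuclei. SW480 colon cells incubated 48 hr with compounds at 37 C.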
# ATXN viability – Viability Counterscreen for Primary qHTS for Inhibitors of ATXN expression | S2 cells (HEK-293 line with an ATXN2-luciferase reporter) viability, CellTiter-Fluor protease fluorescence, 24 h | Potency, µM (doses to about 56.7 µM), actives largely listed as cytotoxic | 400,000 tested, 0.49% active; also: potency is read from the fitted curve at half-maximal effect; nearly all actives have a fitted effect of over 40% in size
# KB-3-1 tox – qHTS assay for MDR1-selective chemotherapeutics: Primary screen using the parental adenocarcinoma cell KB-3-1. 400,000 tested, 1.4% active. Potency, µM (top dose mostly 46.1 µM), without a hit: top-dose activity change, negative = cytotoxic, hits mostly cytotoxic. KB-3-1 viability, CellTiter-Glo ATP luminescence, 72 h. AID 1347075, 2019; also: potency is read from the fitted curve at half-maximal effect; % is scaled to controls: 0 for no effect and ±100 for the full control effect; nearly all actives have a fitted effect of over 60% in size
#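 Here the drug-naive KB-3-1 line serves as comparator for MDR sub-line selectivity; cells received compound titrations, 72 h at 37 °C, then CellTiter-Glo readout.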
# KB-V1 cytotox – qHTS assay for MDR1-selective chemotherapeutics: Primary screen using the drug-selected MDR subline cells KB-V1. KB-V1 MDR cells viability, CellTiter-Glo, 72 h. Potency, µM (top dose mostly 46.1 µM), inactives show top-dose activity change, negative = cytotoxicity, actives largely listed as cytotoxic. 400,000 tested, 3.4% active; also: potency is read from the fitted curve at half-maximal effect; % is scaled to controls: 0 for no effect and ±100 for the full control effect; nearly all actives have a fitted effect of over 60% in size
#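 Luminescent ATP read-out (CellTiter-Glo, 10 min) measures survival of drug-selected KB-V1 MDR cells after 72 h, 37 degrees C compound exposure. Medium: phenol-red-free DMEM, 10% FBS. Values from fitted concentration-response curves.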
# MCF10A rerep – A quantitative high throughput screen for small molecules that induce DNA re-replication in MCF 10a normal breast cells; Potency, µM (doses to about 46.1 µM), for inactives: at the highest dose activity, positive = re-replication, most hits filed as activators; AID 624296, 2012; MCF 10A DNA re-replication, Hoechst nuclear intensity, 48 h; 350,000 tested, 2.9% active; also: potency is read from the fitted curve at half-maximal effect; % of control where 0% means no effect; nearly all actives have a fitted effect of over 50% in size
# HT1080 IDH1KD tx – qHTS for induction of synthetic lethality in tumor cells producing 2HG: qHTS for the HT-1080-IDH1KD cell line; HT-1080 IDH1 knockdown viability, ATP luminescence, 48 h; Potency, µM (series often up to 46.1 µM), for the others: at the highest dose activity, negative = toxicity, hits mostly cytotoxic; 360,000 tested, 2% active; AID 686971, 2013;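 also: potency is read from the fitted curve at half-maximal effect; 0% = DMSO wells and -100% = cell-free medium wells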
#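 % activity derives from luminescence (CellTiter-Glo), normalised to DMSO and no-cell wells. HT-1080-IDH1KD cells, 750/well, had 48 h compound exposure at 37 °C.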
# IL1B secr inh – qHTS for Inhibitors of Inflammasome Signaling: IL-1-beta AlphaLISA Primary Screen; activity change, % at 57.5 µM; AID 743279, 2014; THP-1 LPS/ATP IL-1B secretion, AlphaLISA, 16 h; active compounds read low; 360,000 tested, 4.7% active; in the data active = activity change below about -50%; inconclusive = mostly about -30% to -49%; also: % is scaled to controls: 0 for no effect and ±100 for the full control effect
#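 THP-1 cells pretreated 1 hr with compounds (up to 57.5 uM final), then stimulated with LPS (250 ng/mL final) plus ATP (1.25 mM final); secreted IL-1B measured by AlphaLISA after 16 hr, decreased signal indicating inhibition.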
# Starred values were filed as active, the others as inactive; i = inactive; ? = inconclusive; . = not tested or not shown; & = joins results of further samples; [ ] = remark or other dose. Unless noted, calls follow the shape of the dose curve; as a rule, active = well fitted curve in the direction sought with a large enough effect; inconclusive = small, poorly fitted or top-dose-only effect, or another doubt; inactive = no such curve, though single readings can be large; an effect the other way counts as inactive or inconclusive. No enrichment for hits. About 11% of those tested had a hit in this group.
1. CCOC(=O)c1c(C)[nH]c(C)c1S(=O)(=O)NCC1CCN(Cc2cccc(Cl)c2)CC1
2. CSc1ncccc1C(=O)OCCCC(=O)c1ccc(F)cc1
3. COc1ccc(NC(=O)[C@@H](NS(=O)(=O)c2cccc(Cl)c2)C(C)C)cc1S(=O)(=O)N1CCOCC1
4. CCOc1ccccc1CNC(=O)c1cc(-c2ccc(Cl)s2)nc2ccccc12
5. Cc1nn(-c2ccccc2)c(C)c1-c1cc(C(=O)N/N=C/c2ccc(O)cc2)[nH]n1
6. O=C(O)C1C2CCC(O2)C1C(=O)NCc1ccccc1Br (centres undefined)
screen / no.	1	2	3	4	5	6
ATXN2 expr inh	.	-18%	13%	13%	-32%	-6%
HT1080NT lethal	1%	-4%	8%	.	?	13%
SW480 rereplic	-14%	-2%	0%	.	22%	-2%
ATXN viability	?	i	i	i	i	i
KB-3-1 tox	4%	-5%	16%	6%	?	-5%
KB-V1 cytotox	5%	?	?	0%	18%	-16%
MCF10A rerep	-5%	?	7%	.	18µM*	-2%
HT1080 IDH1KD tx	3%	2%	2%	.	?	0%
IL1B secr inh	-9	-14	-10	.	-22	17

# Some of these compounds in order of length of the SMILES, rising.
2. CSc1ncccc1C(=O)OCCCC(=O)c1ccc(F)cc1
4. CCOc1ccccc1CNC(=O)c1cc(-c2ccc(Cl)s2)nc2ccccc12
5. Cc1nn(-c2ccccc2)c(C)c1-c1cc(C(=O)N/N=C/c2ccc(O)cc2)[nH]n1
screen / no.	2	4	5
ATXN2 expr inh	-18%	13%	-32%
HT1080NT lethal	-4%	.	?
SW480 rereplic	-2%	.	22%
ATXN viability	i	i	i
KB-3-1 tox	-5%	6%	?
KB-V1 cytotox	?	0%	18%
MCF10A rerep	?	.	18µM*
HT1080 IDH1KD tx	2%	.	?
IL1B secr inh	-14	.	-22

# Carrying on.
7. Cc1cc(/C=N/n2cnnc2)c(C)n1-c1cccc(C(=O)O)c1
8. Cc1cc([N+](=O)[O-])nn1Cc1ccc(C(=O)N/N=C/c2ccc(O)cc2O)cc1
9. O=C(NCc1cccs1)C1Cc2c(-c3ccccc3Oc3ccccc3)ccnc2O1 (centres undefined)
10. Cc1ccc(Cl)cc1NC(=S)NCCCSC1CCCCC1
11. COc1c(C(=O)N2CCCC2)ccc2ccccc12
12. CC(C)CC(=O)N1CCC(O)(CS(=O)(=O)Cc2ccccc2)CC1
screen / no.	7	8	9	10	11	12
ATXN2 expr inh	13%	?	-20%	-10%	4%	1%
HT1080NT lethal	-6%	?	-25%	-30%	1%	8%
SW480 rereplic	24%	?	.	15%	1%	-8%
ATXN viability	i	?	?	i	i	i
KB-3-1 tox	-14%	?	-14%	?	-2%	-6%
KB-V1 cytotox	3%	?	-18%	?	?	-23%
MCF10A rerep	-13%	?	.	?	-4%	-6%
HT1080 IDH1KD tx	11%	2.1µM*	?	18µM*	0%	12%
IL1B secr inh	6	50	-11	-101*	-1	-16

13. CC12CCC(=O)N1C(C(=O)Nc1cc(S(=O)(=O)N3CCCCCC3)ccc1OCC(F)(F)F)CS2 (centres undefined)
14. Cc1ccc(S(=O)(=O)N2CCCCC2)cc1C(=O)NC1CCCCC1
15. COCCCN1C(=O)C(CC(=O)NCCCCc2ccccc2)CC(C(=O)N2CCOCC2)=C1C (centres undefined)
16. Cc1ccc(OC(C)C(=O)N2CCN(c3ccccn3)CC2)cc1 (centres undefined)
17. COc1cc2ccccc2cc1C(=O)Nc1ccc2oc(-c3ccc(F)cc3Cl)nc2c1
18. Cc1ccc2c(COC(=O)c3ccccc3Cl)cc(=O)oc2c1
screen / no.	13	14	15	16	17	18
ATXN2 expr inh	-19%	5%	14%	-7%	45%[activator]	35%[activator]
HT1080NT lethal	-11%	-9%	4%	5%	.	1%
SW480 rereplic	?	0%	.	1%	.	-9%
ATXN viability	i	i	i	i	i	i
KB-3-1 tox	-14%	?	7%	4%	?	1%
KB-V1 cytotox	-9%	3%	10%	23%	5%	-16%
MCF10A rerep	17%	10%	.	8%	.	-3%
HT1080 IDH1KD tx	-1%	-15%	3%	8%	.	10%
IL1B secr inh	-5	19	13	11	.	2

19. O=C(c1cccc(Cl)c1)N1CCC(=O)N([C@H](COCc2cccc(Cl)c2)Cc2ccccc2)CC1
20. Cc1ccc(S(=O)(=O)N2CCC(C(=O)N/N=C/c3cccn3C)CC2)cc1
21. O=C(NCc1nnc(SCC(=O)N2CCCC2)o1)c1ccco1
22. Cc1ccccc1OCC(=O)Nc1ccc2c(c1)Cc1ccccc1-2
23. CCO[C@H]1OC(C(=O)NC2CC2)=C[C@@H](c2ccc(C(F)(F)F)cc2)[C@@H]1CCCO
24. CCCOC(=O)c1ccc(OC(=O)c2ccco2)cc1
screen / no.	19	20	21	22	23	24
ATXN2 expr inh	?	1%	6%	3%	-9%	14%
HT1080NT lethal	?	7%	11%	-6%	11%	8%
SW480 rereplic	.	0%	-14%	5%	?	-2%
ATXN viability	?	i	i	i	i	i
KB-3-1 tox	?	11%	0%	-1%	0%	-1%
KB-V1 cytotox	?	-3%	14%	-1%	13%	-15%
MCF10A rerep	.	4%	-9%	0%	5%	0%
HT1080 IDH1KD tx	16µM*	16%	9%	?	6%	-8%
IL1B secr inh	?	-12	8	-8	3	10

25. O=C(CCC(=O)Nc1ccc(F)cc1)N/N=C/c1cc([N+](=O)[O-])ccc1O
26. CN(Cc1nc2ccc(Cl)cc2[nH]1)Cc1nc(-c2cnccn2)no1
27. COCCNC(=O)C1CCN(Cc2cc3ccccc3n2Cc2ccc(C)cc2)CC1
28. COc1ccc(CCNC(=O)COc2ncnc3ccccc23)cc1
29. O=C(O)CCCCCN1C(=O)CSC1=S
30. CCOc1ccc(S(=O)(=O)N2CCCCC2)cc1NC(=O)CCNC(=O)c1ccco1
screen / no.	25	26	27	28	29	30
ATXN2 expr inh	?	1%	?	1%	3%	1%
HT1080NT lethal	-27%	25%	.	10%	9%	12%
SW480 rereplic	?	5%	.	5%	-7%	-6%
ATXN viability	?	i	?	i	i	i
KB-3-1 tox	-26%	23%	14%	43%	-17%	-1%
KB-V1 cytotox	12%	15%	13%	-1%	1%	-25%
MCF10A rerep	17%	2%	.	-5%	25%	4%
HT1080 IDH1KD tx	-14%	17%	.	18%	8%	13%
IL1B secr inh	23	4	.	23	-19	-3

31. COc1ccc(C)cc1NC(=O)CN(C)S(=O)(=O)c1ccc2c(c1)CCCN2C(C)=O
32. Cc1noc(C)c1CSc1ccccc1C(=O)Nc1nccs1
33. CN(C)CC(C)(C)CNS(=O)(=O)c1ccc(Cl)s1
34. O=C(CSc1ccccc1F)OCC(=O)N1CCN(C(=O)c2ccco2)CC1
35. Cc1cc(NS(=O)(=O)c2ccc(NC(=O)CSc3nc4ncc(Cl)cc4[nH]3)cc2)nc(C)n1
36. COc1ccc(Cl)cc1C(=O)Nc1ccc(NC(=O)c2ccco2)cc1
screen / no.	31	32	33	34	35	36
ATXN2 expr inh	0%&-14%	4%	-6%	-26%	.	-11%
HT1080NT lethal	0%	11%	0%	-3%	10%	-17%
SW480 rereplic	-13%	-3%	-1%	?	5%	?
ATXN viability	i	i	i	i	i	i
KB-3-1 tox	3%&-20%	5%	-12%	-8%	2%	-5%
KB-V1 cytotox	1%&-8%	1%	-4%	-2%	25%	0%
MCF10A rerep	6%	0%	-4%	2%	-5%	3%
HT1080 IDH1KD tx	9%	20%	-9%	1%	18%	3%
IL1B secr inh	5	21	-4	-16	68	-15

37. O=C(C[C@@H]1C/C=C/CC[C@@H](Cc2ccc(F)cc2)C(=O)OCCNC1=O)N[C@H](CO)Cc1ccccc1
38. CCn1c(C)nc2cc(C(=O)N3N=C(CCOC)CC3(O)C(F)(F)F)ccc21 (centres undefined)
39. Cc1cccc(NC(=O)c2ccc(-n3cncn3)c([N+](=O)[O-])c2)c1
40. CC(C)(C)c1ccc(NC(=S)NCCc2ccccn2)cc1
41. Cc1ccc(C(c2sc3nc(C)nn3c2O)N2CCN(c3ccccc3)CC2)cc1 (centres undefined)
42. N=C(N)c1ccccc1
screen / no.	37	38	39	40	41	42
ATXN2 expr inh	-12%	6%	-15%	-3%	-8%	3%&4%
HT1080NT lethal	-3%	16%	0%	-29%	13%	11%&12%
SW480 rereplic	13%	-1%	0%	-12%	-9%	-80%&-10%[inhibitor]
ATXN viability	i	i	i	i	i	i
KB-3-1 tox	0%	8%	11%	-2%	18%	0%&0%
KB-V1 cytotox	4%	4%	-22%	-13%	18%	13%&-2%
MCF10A rerep	?	10%	2%	0%	-2%	-17%
HT1080 IDH1KD tx	1%	15%	-1%	-15%	-2%	10%&-18%
IL1B secr inh	18	0	-18	-7	7	-2&0

43. COc1cccc(C(Nc2ccccn2)c2c(NC(=O)c3ccco3)sc(C)c2C)c1 (centres undefined)
44. Cc1cccc(NC(=S)Nc2ccc3cn[nH]c3c2)c1
45. Cc1ccc2c3c1C1(C(=O)N3C(C)(C)CC2C)C(C#N)=C(N)Oc2cc(O)ccc21 (centres undefined)
46. Cc1c(NC(=O)CSc2ncccn2)c(=O)n(-c2ccccc2)n1C
screen / no.	43	44	45	46
ATXN2 expr inh	-4%	13%	-1%	-6%
HT1080NT lethal	-1%	14%	?	9%
SW480 rereplic	-2%	-1%	14%	-10%
ATXN viability	i	i	?	i
KB-3-1 tox	-11%	8%	-12%	5%
KB-V1 cytotox	-11%	27%	5%	9%
MCF10A rerep	-3%	5%	12%	20%
HT1080 IDH1KD tx	-7%	?	?	15%
IL1B secr inh	-14	-17	?	32
